PfHsp90 set2 – reduces growth (ATP signal) of yeast expressing P. falciparum Hsp90. S. cerevisiae expressing PfHsp90, BacTiter-Glo ATP, 48 h; yeast lacking PDR1 and PDR3 efflux regulators. 0.32% of 310,000 active. inhibition, % at 9.4 µM;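 active = every replicate shows inhibition above about 80%, whatever the replicate mean, limit read from the data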;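 note: 0% = DMSO neutral controls and 100% = 20 µM radicicol positive controls; yeast relying on Plasmodium falciparum Hsp90 in place of its own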
SR-BI HDL uptake – mouse SR-BI HDL lipid transfer inhibition. inhibition, % at 12.5 µM. 0.96% of 320,000 active. Q61009. ldlA[mSR-BI] CHO cells, DiI-HDL uptake fluorescence, 3 h;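 active = mean replicate inhibition of at least 70% and a set share of replicates each scoring 70 or more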;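 note: 0% = median of neutral control wells and 100% = median of positive control wells; values of inactives mirror those of a sister screen read the other way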
SR-BI uptake up – SR-BI HDL lipid transfer activation. CHO ldlA[mSR-BI] cells, DiI-HDL uptake fluorescence, 3 h; 100 = double the neutral-control signal. activation, % at 12.5 µM. 0.096% of 320,000 active;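 active = mean replicate activation of at least 60% and every replicate at or above 60%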;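 note: 0% = median plate neutral-control signal and 100% = twice that signal; values of inactives mirror those of a sister screen read the other way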
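Material – SR-BI-overexpressing, LDLR-lacking CHO cells · Medium – BSA-supplemented, HEPES-buffered Ham's F12, pH 7.4 · Doses – single concentration · Times – compound with DiI-HDL co-incubation, 3 h at 37 °C · Measured by – bottom-read fluorescence, 550/595 nm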
Rtt109 HAT inh – blocks Candida albicans Rtt109/Vps75 acetyltransferase activity | AID 540336 | purified Rtt109/Vps75, ThioGlo CoA-SH fluorescence, 4 h | 0.16% of 330,000 active | inhibition, % at 34.9 µM;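 active = inhibition of at least 50% in every replicate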
NSD2 HMT inh – NSD2 (human) methyltransferase inhibition | O96028 | NSD2 peptide methylation, AlphaScreen, 120 min | inhibition, % at 12.5 µM | 0.54% of 310,000 active | AID 743445; in the data active = inhibition above about 50%
Target sequence (O96028 whole entry, looked up): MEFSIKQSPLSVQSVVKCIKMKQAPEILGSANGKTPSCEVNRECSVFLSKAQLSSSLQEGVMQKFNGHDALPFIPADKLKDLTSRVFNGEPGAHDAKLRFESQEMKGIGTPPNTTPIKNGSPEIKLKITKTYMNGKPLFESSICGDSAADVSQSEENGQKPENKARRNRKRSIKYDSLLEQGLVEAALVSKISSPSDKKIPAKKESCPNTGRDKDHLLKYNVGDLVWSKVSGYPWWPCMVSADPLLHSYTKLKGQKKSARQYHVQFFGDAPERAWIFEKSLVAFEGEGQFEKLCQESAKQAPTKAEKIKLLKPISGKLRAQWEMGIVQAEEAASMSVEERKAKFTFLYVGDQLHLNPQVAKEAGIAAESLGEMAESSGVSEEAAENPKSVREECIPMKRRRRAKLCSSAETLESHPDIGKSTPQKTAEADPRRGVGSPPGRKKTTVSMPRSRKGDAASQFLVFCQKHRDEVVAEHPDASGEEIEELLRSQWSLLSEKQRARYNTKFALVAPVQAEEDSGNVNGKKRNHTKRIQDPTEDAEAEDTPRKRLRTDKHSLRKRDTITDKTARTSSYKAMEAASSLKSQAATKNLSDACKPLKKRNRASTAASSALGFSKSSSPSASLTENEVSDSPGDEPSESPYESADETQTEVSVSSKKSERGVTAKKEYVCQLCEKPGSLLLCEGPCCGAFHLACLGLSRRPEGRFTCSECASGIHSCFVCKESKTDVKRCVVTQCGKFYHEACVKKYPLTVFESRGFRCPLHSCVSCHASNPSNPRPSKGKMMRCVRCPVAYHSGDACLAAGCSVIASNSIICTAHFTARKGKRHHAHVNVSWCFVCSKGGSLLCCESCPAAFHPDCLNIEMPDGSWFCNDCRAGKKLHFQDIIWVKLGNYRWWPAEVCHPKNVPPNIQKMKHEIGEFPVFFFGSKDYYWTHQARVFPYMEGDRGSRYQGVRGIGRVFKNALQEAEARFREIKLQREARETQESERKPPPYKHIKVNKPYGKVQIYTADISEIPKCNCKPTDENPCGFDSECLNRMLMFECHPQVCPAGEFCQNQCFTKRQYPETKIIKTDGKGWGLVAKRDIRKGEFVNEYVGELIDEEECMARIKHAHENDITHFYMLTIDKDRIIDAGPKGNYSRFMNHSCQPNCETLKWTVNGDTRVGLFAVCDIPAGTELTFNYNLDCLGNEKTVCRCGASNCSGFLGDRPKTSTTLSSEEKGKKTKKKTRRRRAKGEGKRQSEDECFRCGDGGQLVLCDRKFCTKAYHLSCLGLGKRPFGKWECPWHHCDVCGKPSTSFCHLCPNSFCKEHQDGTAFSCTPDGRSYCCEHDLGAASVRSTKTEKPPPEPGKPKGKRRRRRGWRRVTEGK
CAL PDZ FP-1 – inhibitors of human CAL PDZ peptide binding | purified CAL PDZ, TMR-peptide fluorescence polarization, 1 h | inhibition, % at 24.9 µM | 0.92% of 300,000 active | AID 602252;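 active = mean inhibition of at least 30% with at least half of replicates also reaching 30%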;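 note: 0% = DMSO neutral control and 100% = excess unlabeled competitor peptide PRC23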
MITF act – increases MITF-driven TRPM1 promoter luciferase signal | 0.75% of 300,000 active | activation, % at 12.5 µM | SK-MEL-5 TRPM1-promoter luciferase, 24 h; % of positive control, neutral wells = 0;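 active = mean activation of at least 80% with every replicate also reaching 80%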;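 note: 0% = neutral control wells and 100% = parthenolide positive control wells; values of inactives mirror those of a sister screen read the other way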
PvdQ acylase – blocks Pseudomonas aeruginosa PvdQ acylase activity; 0.063% of 340,000 active; purified PvdQ acylase, fluorescence plate reader; inhibition, % at 10 µM; in the data active = inhibition above about 30%, passing the limit was not always enough;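 note: 0% = vehicle neutral wells and 100% = reference inhibitor wells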
CAL PDZ FP-2 – blocks peptide binding to human CAL PDZ domain | Q9HD26 | purified CAL PDZ, TMR-peptide fluorescence polarization, 1 h | inhibition, % at 20 µM | 0.02% of 330,000 active | AID 504414;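 active = highest replicate inhibition of at least 40%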;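 note: plate controls were DMSO neutral control wells for no effect and unlabeled competitor peptide control wells for full effect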
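Test system: purified CerCALP PDZ construct; Compound dosing: one concentration, 20 µM compound; Also added: TMR-labelled reporter peptide T*-PRC34 bound in PDZ groove; Read-out: inhibition from polarization loss; Controls: unlabelled peptide and DMSO controls; Signal: FP readout, S and P plane fluorescence; Incubation: 1 h at RT.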
dFosB act – mouse delta FosB homodimer activation; purified delta FosB, TAMRA-CDK5 oligo fluorescence polarization; percent of positive-control signal above neutral wells; activation, % at 25 µM; 0.99% of 340,000 active;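 active = mean activation above about 17%, with every replicate also reaching it, limit read from the data, passing the limit was not always enough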;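 note: fluorescence polarization rise as delta FosB binds a TAMRA Cdk5 AP-1 oligo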
* marks the source's active call; other numbers are inactive results; nt = not tested or not shown.

Results follow in this order: SR-BI HDL uptake	CAL PDZ FP-2	MITF act	SR-BI uptake up	PfHsp90 set2	dFosB act	NSD2 HMT inh	Rtt109 HAT inh	CAL PDZ FP-1	PvdQ acylase
CCOc1ccc(C=NCC(O)c2ccccc2)cc1 (configuration not stated)
 : -5	-0.5	2	5	-2	-9	0	2	-1	-9
CCn1nccc1C(=O)Nc1ccc(Cl)cc1Cl
 : -3	-3.7	21	3	-16	-2	1	11	-5	8
CC(C)c1cccc(-c2ccc3c(c2)S(=O)(=O)c2cccc(C(=O)NCc4ccccc4Cl)c2C3=O)c1
 : 12	0.3	-80	-12	-2	-3	nt	-1	-5	4
COc1cccc(S(=O)(=O)NCC(=O)Nc2ccc(C(C)(C)C)cc2)c1
 : -1	-2.4	-9	1	-44	-11	0	0	-1	-15
Cc1occc1-c1nnc(SCC(=O)c2c[nH]c3ccccc23)n1C
 : -1	-2.6	-5	1	1	-5	5	0	-2	-15
CCn1nnc(-c2ccccc2NC(=O)c2cnccn2)n1
 : 5	-1.6	6	-5	-6	-22	-2	1	-3	-8
O=C(Nc1ccccn1)c1ccc(Cl)s1
 : -1	-1.8	161*	1	22	1	-1	-2	nt	-13
CC1CCC(NC(=O)c2cc(S(=O)(=O)N(C)C)ccc2N2CCCC2)CC1 (configuration not stated)
 : 4	-2.3	25	-4	nt	2	-3	1	-2	5
COCCNC(=O)CCC(=O)NNc1nc2ccccc2c2nc(C)nn12
 : -16	-3.1	2	16	-1	-5	-1	-3	-7	-10
COc1ccccc1N1CCN(C(c2cccs2)C(C)NC(=O)c2ccncc2)CC1 (configuration not stated)
 : 40	0.7	5	-40	1	-2	nt	2	1	-2

The final 5 compounds of the section before are carried over, then new ones follow:
Results follow in this order: SR-BI HDL uptake	CAL PDZ FP-2	MITF act	SR-BI uptake up	PfHsp90 set2	dFosB act	NSD2 HMT inh	Rtt109 HAT inh	CAL PDZ FP-1	PvdQ acylase
CCn1nnc(-c2ccccc2NC(=O)c2cnccn2)n1
 : 5	-1.6	6	-5	-6	-22	-2	1	-3	-8
O=C(Nc1ccccn1)c1ccc(Cl)s1
 : -1	-1.8	161*	1	22	1	-1	-2	nt	-13
CC1CCC(NC(=O)c2cc(S(=O)(=O)N(C)C)ccc2N2CCCC2)CC1 (configuration not stated)
 : 4	-2.3	25	-4	nt	2	-3	1	-2	5
COCCNC(=O)CCC(=O)NNc1nc2ccccc2c2nc(C)nn12
 : -16	-3.1	2	16	-1	-5	-1	-3	-7	-10
COc1ccccc1N1CCN(C(c2cccs2)C(C)NC(=O)c2ccncc2)CC1 (configuration not stated)
 : 40	0.7	5	-40	1	-2	nt	2	1	-2
CN1CCN(CC(=O)Nc2cccc([N+](=O)[O-])c2)CC1
 : 3	0.4	5	-3	-3	3	-26	5	nt	-14
CCCCn1c(SCC(=O)NNC(=O)c2ccccc2)n[nH]c1=O
 : -19	0.3	1	19	0	0	-3	3	-5	-2
COc1cc(OC)cc(N(C(=O)c2ccco2)C(C(=O)NC2CCCC2)c2ccc(N3CCOCC3)cc2)c1 (configuration not stated)
 : 9	-1.4	-13	-9	-4	1	1	0	7	-6
CC(NC(=O)C(=O)N1CCOCC1)C(c1cccs1)N1CCN(c2ccccc2F)CC1 (configuration not stated)
 : -24	0.5	-6	24	-18	-4	3	-24	nt	3
O=C(O)COc1ccccc1C(Nc1ccccn1)c1cc(Cl)c2cccnc2c1O (configuration not stated)
 : 8	-1.3	-10	-8	11	-18	-1	-4	-2	-5
COCCCN(C(=O)Nc1ccc(C)c(C)c1)C(C)c1ccccn1 (configuration not stated)
 : 12	0.0	nt	-12	20	2	nt	19	nt	-5
Cc1cc(C(=O)COc2ccccc2Cl)c(C)n1C1CC1
 : 38	-1.2	57	-38	-16	-16	0	-1	0	-14
CSc1ccccc1NC(=O)C(=O)c1c[nH]c2ccccc12
 : 44	-2.8	39	-44	-13	-7	-2	6	-7	1
O=C1CCC([N+](=O)[O-])C(c2cccc(Br)c2)N1 (configuration not stated)
 : -5	-1.7	6	5	0	0	-3	-3	-6	-18
Cc1cc(C)n2nc(N)c(N=Nc3ccccc3)c2n1
 : -12	0.3	nt	12	52	-3	-2	0	-3	0
Cc1cccc(N(C)C(=O)CN2C(=O)COc3ccc(S(=O)(=O)N4CCCCCC4)cc32)c1
 : -7	-2.2	nt	7	-4	-3	-6	-1	-8	-11
C=CCN1CCS(=O)(=O)N(Cc2ccccc2)[C@@H](C(C)C)C1=O
 : 54	-0.7	-2	-54	-3	-2	nt	-1	-1	2
Cn1cccc1-c1cc(C(=O)N/N=C/C=C/c2ccccc2)[nH]n1
 : 54	-0.7	23	-54	-7	-4	1	15	-6	18
CCCOc1ccc(-c2nc(C#N)c(NCC3CCCO3)o2)cc1 (configuration not stated)
 : 42	-1.4	36	-42	-12	-10	4	2	-2	11
COc1ccccc1NC(=S)NNC(=O)c1ccc(Cl)cc1Cl
 : -7	-1.1	3	7	-11	-1	9	10	49*	-7
COc1ccc(C2=CC(=O)CCC2)cc1
 : 2	0.4	7	-2	0	-2	nt	10	-5	10
Cn1c(CNC(=O)c2ccccc2F)nnc1SCC(=O)Nc1nnc(C2CC2)s1
 : nt	-0.7	13	nt	-23	5	-3	46	-3	3
O=C(Nc1cc(C(F)(F)F)ccc1N1CCOCC1)c1ccc(F)cc1
 : 14	-0.7	0	-14	11	-2	-1	-6	-2	-1
CCc1cc2c(=O)c(-c3nc4ccccc4[nH]3)coc2c(CN2CCCCC2C)c1O (configuration not stated)
 : 67	-1.5	6	-67	2	4	5	-3	0	-3
COc1cccc(CN2CCN(C3CCN(c4cccc(C)c4C)CC3)CC2CCO)c1 (configuration not stated)
 : nt	-2.5	-1	nt	3	-5	4	17	0	5
Cc1nn(-c2ccccc2)c(C)c1/C=C/C(=O)OCC(=O)N(C)C1CCS(=O)(=O)C1 (configuration not stated)
 : 22	-0.1	5	-22	-26	-9	-1	-1	-3	1
CCn1c(SCc2cccc(OC)c2)nc2ccccc2c1=O
 : 30	-2.5	1	-30	-11	-7	-8	0	-3	-3
COC(=O)c1ccc(CSc2nnc(-c3ccncc3)o2)cc1
 : -60	-0.7	4	60	1	-4	0	-1	4	11
Cc1ccc(-c2csc3ncnc(SCC(N)=O)c23)cc1
 : -6	-3.0	3	6	10	-11	1	nt	-2	-16
O=C(NC(=S)Nc1cccc2c(O)cccc12)c1ccccc1[N+](=O)[O-]
 : -2	0.3	-21	2	-8	-6	-2	-6	-4	-13
COc1cccc(CN(C)CC(=O)Nc2cccc(C(F)(F)F)c2)c1OC
 : 16	-1.3	8	-16	11	4	3	3	2	-16
Cc1cc2c(=O)n(C)c(SCC(=O)Nc3cccc(O)c3)nc2s1
 : nt	0.1	-13	nt	3	-7	-1	14	6	3
CN(C)S(=O)(=O)c1cccc(NC(=O)COC(=O)c2cc(=O)c3ccccc3o2)c1
 : nt	-1.5	7	nt	29	2	-1	33	2	2
CS(=O)(=O)N(CC(=O)N1CCC(C(N)=O)CC1)c1cc(C(F)(F)F)ccc1Cl
 : -22	nt	6	22	-11	-3	0	-3	3	-11
CCCC(C(=O)OCCN(CC)CC)(c1ccccc1)c1ccccc1
 : -24	0.5	28	24	-6	-1	nt	7	-2	-14
CC(=O)c1cc(F)c(N2CCN(C(=O)COc3ccc(F)cc3)CC2)cc1C
 : 3	-0.3	0	-3	11	0	19	nt	-1	8
NCC(O)(c1ccc(Cl)cc1)c1ccc(Cl)cc1
 : 1	-1.9	15	-1	15	-4	-3	2	-4	-16
N#CC1=C(N)Oc2[nH]c(=S)[nH]c(=O)c2C12C(=O)Nc1ccccc12 (configuration not stated)
 : -4	0.1	-8	4	18	-2	6	-21	-1	-2
COC(=O)CSC(C)C(=O)Nc1nnc(C(C)C)s1 (configuration not stated)
 : -13	-3.1	15	13	13	4	-5	-11	-2	-9
O=C1CC(N2CCN(c3cccc(C(F)(F)F)c3)CC2)C(=O)N1c1ccccc1F (configuration not stated)
 : 15	-1.5	4	-15	29	-4	nt	2	0	-12
COc1ccc(-c2cc(=O)oc3c(C)c(OCC(=O)NCCCn4ccnc4)ccc23)cc1
 : 29	-8.6	9	-29	-1	-6	nt	0	5	-7
CN1CCN(C(=O)c2ccc3c(c2)N(Cc2ccccc2)CCS3)CC1
 : -4	-0.1	nt	4	28	-10	nt	6	nt	-9
O=C(COC(=O)CNC(=O)C12CC3CC(CC(C3)C1)C2)Nc1ccccc1
 : -21	-1.9	3	21	nt	0	-1	4	nt	2
COc1cccc(N(CC(=O)NC2CCCCC2)C(=O)Cn2nnc(-c3ccc(C)o3)n2)c1
 : 24	-1.7	-7	-24	-106	-14	-3	0	1	3
Cc1cc([N+](=O)[O-])nn1CC(=O)N1CCc2ccccc2C1
 : 13	-0.8	-2	-13	-5	-2	0	-2	-2	-2
Cc1cc(C)n(C(=O)CNC(=O)C(c2ccccc2)c2ccccc2)n1
 : 14	nt	13	-14	-14	-7	-2	-4	2	-7
COc1cc(NS(=O)(=O)c2ccc(NC(=O)c3cccs3)cc2)nc(OC)n1
 : nt	-2.7	3	nt	9	6	3	9	8	-9
CCCCCOC(=O)c1[nH]c2c(c1C)C(=O)CC(c1ccco1)C2 (configuration not stated)
 : 80*	0.2	-46	-80	-23	-6	nt	5	nt	-14
COc1ccc(-c2sc3ccccc3c2C#CC2(O)CCCCC2)cc1
 : 65	-0.6	-3	-65	13	1	nt	4	0	1
CC1(C)c2ccccc2C(=O)c2ccccc21
 : 19	-0.3	12	-19	8	8	1	0	-2	-8
CCOc1ccc(NC(=O)CN2CCN(CC(=O)Nc3ccc(C(N)=O)cc3)CC2)cc1
 : 40	0.6	3	-40	-3	-3	2	-4	-6	-15
COc1ccc(/C=C/C(=O)c2ccccn2)cc1
 : -15	0.5	38	15	14	-1	1	-7	-1	-15
Cc1ccc(C(=O)OCC(=O)NNC(=O)c2ccc([N+](=O)[O-])cc2)o1
 : -12	-0.2	5	12	nt	6	nt	6	-4	-18
O=C(Nc1c2c(nn1-c1ccccc1)CS(=O)C2)c1ccco1 (configuration not stated)
 : -17	-3.5	-8	17	11	2	-2	-4	-5	-9
CC(C)C[C@@]12C(=O)N(c3ccc(Br)cc3)C(=O)N1[C@H](c1ccc(Br)cc1)[C@@H]1C(=O)N(C(C)(C)C)C(=O)[C@@H]12
 : -11	-0.5	5	11	-26	-3	nt	6	-2	5

Screening results from PubChem BioAssay.
